Bioassay records from PubChem.
SUMO HTRF inh: SUMOylation inhibition | AID 2006 | P63279 | inhibition, % at 35 µM | hit rate 0.36% among 290,000 | HTRF SUMOylation assay, SAE1/SAE2 + UBC9, in vitro; in the data active = inhibition above about 50%, passing the limit was not always enough; also: strong numbers were not always called active
M18AAP inhibitor: PfM18AAP enzyme inhibition. hit rate 1.2% among 290,000. recombinant PfM18AAP, H-Glu-NHMec fluorogenic cleavage. inhibition, % at 7.35 µM;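 active = inhibition above the campaign mean inhibition over all tested compounds plus 3 SD, cut at about 28% in these data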;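 also: 0% = plate median of test compound wells and 100% = 2 mM ZnCl2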
MEKK2mut PB1 HTS: signal of MEK5 binding to mutant human MEKK2 PB1 domain | hit rate 0.35% among 290,000 | AID 1530 | percent response, % at 10 µM | bead flow cytometry, Alexa488-MEK5 binding to MEKK2 mutant; in the data active = percent response above about 24%, passing the limit was not always enough; also: inactives centre near 1; some results filed as inactive read as strong as hits; reference of the scale not given here
MEKK3 PB1 HTS: MEKK3-MEK5 PB1 interaction, increase or decrease. Q99759. bead-based flow cytometry, Alexa488-MEK5 binding to MEKK3; actives lie on both sides; 0 = blocked by unlabeled MEK5, 100 = vehicle. binding response (% of control), % at 10 µM. hit rate 1.4% among 290,000. AID 1529;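 active = binding response more than 3 SD above or below the average of its plate-row segment, actives on both sides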;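 also: Alexa488 bead fluorescence after subtracting the streptavidin-only scavenger bead signal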
IDE act: boosts human insulin-degrading enzyme activity in HEK cells. FAbeta-B cleavage, fluorescence polarization; 0% vehicle, 100% cell-free pure enzyme wells. AID 493087. activation, % at 5.96 µM. hit rate 0.073% among 340,000;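 active = activation above the mean of all tested compounds plus 3 SD, set per screening campaign, cut at about 17% in these data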
MEKK2 WT-MEK5: raises or lowers MEK5 binding to wildtype human MEKK2 PB1 domain | Q9Y2U5 | bead flow cytometry, Alexa488-MEK5 binding to MEKK2 WT; actives lie on both sides | binding response (% of control), % at 10 µM | hit rate 1.1% among 290,000 | AID 1531; in the data active = binding response below about 67% or above about 130%
NALP1 inh: blocks the NALP1 inflammasome reconstituted in yeast. S. cerevisiae NALP1/ASC/caspase-1 growth, X-gal OD620, 72 h. inhibition, % at 10 µM. hit rate 0.61% among 280,000; in the data active = inhibition mostly above about 24%, no sharp cut-off; inactive = mostly below about 32%; also: some compounds called inactive have numbers as strong as hits
IDE cell inh: inhibitors of human insulin-degrading enzyme in cells. inhibition, % at 5.59 µM. HEK cells, FAbetaB cleavage, fluorescence polarization. P14735. AID 434962. hit rate 0.41% among 320,000;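 active = percent inhibition above the average of all tested compounds plus 3 SD, set per screening campaign, cut at about 16% in these data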;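 also: IDE supplied by intact live HEK cells; FP after avidin binding of uncleaved biotin substrate so inhibition keeps polarization high; 0% = DMSO wells and 100% = 60 µM reference IDE inhibitor Ii1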
pCIP destab: compounds decreasing mouse p/CIP protein stability | F442A p/CIP-EGFP cells, EGFP fluorescence, 16 h | Q05BA5 | decrease of EGFP signal, % at 10 µM | hit rate 0.01% among 290,000;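 active = EGFP signal decrease of at least 30% at 10 µM or well 3 SD below plate mean, unless failing retest; inactive = the rest, including hits failing retest or dose response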; also: some compounds called inactive have numbers as strong as hits; many of its hits are not listed in these tables
* = called active by the depositor; i = inactive; . = not tested or not shown. Not all compounds are listed; count on the stated rates, not on these rows.

Keys – A = SUMO HTRF inh; B = M18AAP inhibitor; C = MEKK2mut PB1 HTS; D = MEKK3 PB1 HTS; E = IDE act; F = MEKK2 WT-MEK5; G = NALP1 inh; H = IDE cell inh; I = pCIP destab
canonical_smiles: CCN(CC(=O)Nc1cccc(OC)c1)c1ncnc2sc(C)c(C)c12
  A = 9	B = -4	C = 3	D = 121	E = -2	F = 102	G = .	H = 6	I = -10
canonical_smiles: COc1cc(OC)cc(C(=O)NCC(=O)OCC(=O)c2cc(C)n(Cc3ccco3)c2C)c1
  A = 13	B = 13	C = -2	D = 92	E = -2	F = 91	G = 27	H = 8	I = -2
canonical_smiles: O=C(CSc1nnc2c(n1)[nH]c1ccccc12)NCc1ccccc1F
  A = -6	B = 0	C = 0	D = 104	E = 2	F = 102	G = 4	H = 0	I = -7
canonical_smiles: Cc1ccc(-c2nc(C3CCN(S(C)(=O)=O)CC3)no2)cc1
  A = -26	B = -5	C = 1	D = 96	E = 1	F = 97	G = 9	H = 6	I = 5
canonical_smiles: CCOC(=O)CN1NC2(CCCC(C)C2)NC1=S (stereo not given)
  A = 22	B = 43*	C = 0	D = 98	E = 2	F = 102	G = 3	H = -2	I = -7
canonical_smiles: COc1ccc(NS(=O)(=O)c2cccc(C(=O)NCC(c3ccc(OC)cc3)N3CCOCC3)c2)cc1 (stereo not given)
  A = -1	B = 0	C = 7	D = 102	E = -1	F = 108	G = 0	H = 4	I = -5
canonical_smiles: CCCCOC(=O)c1cccc(NC(=O)CCC(=O)O)c1
  A = 19	B = -5	C = 0	D = 103	E = 3	F = 95	G = 0	H = 2	I = -7
canonical_smiles: CC(C)Cc1nnc(NC(=O)CSc2nc(-c3ccccc3)cc(=O)[nH]2)s1
  A = 16	B = -3	C = -33	D = 67	E = 3	F = 70	G = 10	H = 3	I = -4
canonical_smiles: Cc1ccc[n+](-c2nc([O-])sc2C=O)c1
  A = 14	B = -9	C = -4	D = 108	E = 2	F = 105	G = 16	H = 9	I = 5
canonical_smiles: Cc1ccc(N2CCN(S(=O)(=O)c3nnc(NC(=O)c4ccco4)s3)CC2)cc1
  A = 14	B = 2	C = 4	D = 103	E = -1	F = 101	G = 1	H = 0	I = 1
canonical_smiles: CN1CCN(C(=O)CCCN2C(=O)/C(=C/c3ccccc3)SC2=S)CC1
  A = -2	B = 4	C = 1	D = 99	E = 1	F = 106	G = 12	H = -2	I = -8
canonical_smiles: c1ccc(-c2nnc(CSc3ccc4c(c3)OCCO4)o2)cc1
  A = 11	B = -3	C = -4	D = 100	E = 5	F = 93	G = -19	H = 12	I = -14
canonical_smiles: COc1ccc2[nH]c(C(=O)O)c(CCN3C(=O)c4ccc(C(=O)O)cc4C3=O)c2c1
  A = 12	B = -13	C = 4	D = 108	E = 2	F = 109	G = 12	H = -2	I = -5
canonical_smiles: Nc1nc(SCC(=O)N2CCCC2)[nH]c(=O)c1-c1ccccc1
  A = 10	B = 7	C = 9	D = 107	E = -1	F = 108	G = 12	H = -1	I = 8
canonical_smiles: Cc1cccn2c(=O)c3cc(C(=O)NC4CCCC4)c(=N)n(CCc4ccccc4)c3nc12
  A = 14	B = 1	C = 3	D = 100	E = 5	F = 107	G = 30	H = 2	I = -8
canonical_smiles: Cc1ccc(S(=O)(=O)Nc2cc3c(C(=O)O)c(C)oc3c3ccccc23)c(C)c1
  A = 16	B = 10	C = 1	D = 105	E = 0	F = 103	G = 9	H = 2	I = -21
canonical_smiles: COc1ccc(/C=C/C(=O)N(C)Cc2cccs2)cc1S(=O)(=O)N1CCOCC1
  A = 12	B = 2	C = -5	D = 103	E = 10	F = 99	G = 5	H = -4	I = -5
canonical_smiles: Cc1cc(C)c(C2C(C#N)=C(N)Oc3n[nH]c(C)c32)cc1CN1CCOCC1 (stereo not given)
  A = 24	B = 16	C = 7	D = 108	E = 7	F = 109	G = 1	H = -1	I = -7
canonical_smiles: CCNC(=O)COC(=O)CCNC(=O)c1cccc(C)c1
  A = 4	B = -12	C = -2	D = 105	E = -2	F = 96	G = -7	H = 8	I = -9
canonical_smiles: Cn1c(NC(=O)c2ccc(S(=O)(=O)N3CCCCC3)cc2)cc(=O)n(C)c1=O
  A = -1	B = 11	C = -4	D = 84	E = 4	F = 90	G = 25	H = 0	I = -11
canonical_smiles: CCCOC(=O)Nc1nc2ccccc2o1
  A = 0	B = 0	C = 2	D = 113	E = 4	F = 108	G = -6	H = -3	I = -2
canonical_smiles: CCCN(CCC)S(=O)(=O)c1ccc(C(=O)Nc2nc(-c3ccccc3)c(C(=O)OCC)s2)cc1
  A = 17	B = -6	C = 1	D = 96	E = 6	F = 98	G = 19	H = 7	I = -11
canonical_smiles: Cc1cc(C)c(NC(=O)C2CCCCN2C)c(C)c1 (stereo not given)
  A = -1	B = 1	C = -3	D = 92	E = 0	F = 98	G = 40*	H = 4	I = 4
canonical_smiles: Cn1cc(-c2ccccc2C(N)=O)c(=O)c2ccccc21
  A = 19	B = 3	C = 0	D = 107	E = 1	F = 101	G = 7	H = -3	I = -4
canonical_smiles: CC(=O)Nc1ccc(S(=O)(=O)N2C(C)CCCC2C)cc1 (stereo not given)
  A = 4	B = -5	C = 5	D = 103	E = -3	F = 101	G = 18	H = 11	I = 7
canonical_smiles: O=C(CSc1cn[nH]n1)Nc1ccc(Cl)cc1Cl
  A = 16	B = -3	C = 0	D = 100	E = 2	F = 94	G = -8	H = -1	I = -4
canonical_smiles: N#CCCOC1(C#CCN2CCCC2)CCCCC1
  A = -4	B = 0	C = 6	D = 102	E = -1	F = 109	G = 20	H = -5	I = -5
canonical_smiles: O=C(O)C(Cc1c[nH]c2ccccc12)NS(=O)(=O)c1ccc(Cl)c(C(F)(F)F)c1 (stereo not given)
  A = 17	B = -1	C = 13	D = 108	E = 3	F = 107	G = 18	H = 1	I = -10
canonical_smiles: O=C(Cn1nnc2ccccc2c1=O)NC1CCCc2ccccc21 (stereo not given)
  A = -6	B = -2	C = -8	D = 76	E = -3	F = 81	G = 30	H = 3	I = 0
canonical_smiles: Cc1cccc(C)c1NC(=O)CN(C)CC(=O)Nc1ccccc1Oc1ccccc1
  A = 6	B = -5	C = -4	D = 105	E = 0	F = 100	G = -23	H = 8	I = 1

Continued (three carried over from the part before).
Keys – A = SUMO HTRF inh; B = M18AAP inhibitor; C = MEKK2mut PB1 HTS; D = MEKK3 PB1 HTS; E = IDE act; F = MEKK2 WT-MEK5; G = NALP1 inh; H = IDE cell inh; I = pCIP destab
canonical_smiles: O=C(O)C(Cc1c[nH]c2ccccc12)NS(=O)(=O)c1ccc(Cl)c(C(F)(F)F)c1 (stereo not given)
  A = 17	B = -1	C = 13	D = 108	E = 3	F = 107	G = 18	H = 1	I = -10
canonical_smiles: O=C(Cn1nnc2ccccc2c1=O)NC1CCCc2ccccc21 (stereo not given)
  A = -6	B = -2	C = -8	D = 76	E = -3	F = 81	G = 30	H = 3	I = 0
canonical_smiles: Cc1cccc(C)c1NC(=O)CN(C)CC(=O)Nc1ccccc1Oc1ccccc1
  A = 6	B = -5	C = -4	D = 105	E = 0	F = 100	G = -23	H = 8	I = 1
canonical_smiles: COc1ccccc1NC(=O)c1ccc(NS(=O)(=O)c2c(C)noc2C)cc1
  A = -30	B = 7	C = 5	D = 102	E = -2	F = 102	G = 7	H = 3	I = 4
canonical_smiles: O=C(Oc1c(-c2ccccc2)c(=O)n2c3c(cccc13)CC2)c1ccco1
  A = 4	B = 2	C = -1	D = 97	E = .	F = 96	G = -10	H = 4	I = -10
canonical_smiles: CC1(C)CC(CNCCC(c2ccc(F)cc2)c2ccco2)CCO1 (stereo not given)
  A = 22	B = -12	C = -2	D = 95	E = 5	F = 89	G = .	H = 0	I = -11
canonical_smiles: O=C(CCc1ccccc1)Nc1c(F)cccc1F
  A = .	B = 4	C = -7	D = 98	E = 3	F = 96	G = .	H = 1	I = .
canonical_smiles: COc1ccc(-c2cn3nc4c(nc3n2)CCCC4)cc1
  A = 16	B = 10	C = .	D = .	E = 1	F = .	G = 2	H = .	I = 0
canonical_smiles: CN(C)CC(=O)N1c2ccccc2Sc2ccc(Cl)cc21
  A = 10	B = 2	C = 0	D = 97	E = 1	F = 97	G = 4	H = -3	I = -10
canonical_smiles: Cc1cccc(C)c1NC(=O)NN1C(C)CCCC1C (stereo not given)
  A = 11	B = -9	C = -6	D = 97	E = 8	F = 95	G = 31	H = 2	I = -2
canonical_smiles: COc1ccc2[nH]cc(CCn3ccc(O)c(C/C=C/c4ccccc4)c3=O)c2c1
  A = 6	B = -8	C = -4	D = 99	E = 3	F = 102	G = 2	H = -2	I = -6
canonical_smiles: O=C(CSc1nnc(-c2c[nH]c3ccccc23)o1)N(Cc1ccccc1)c1ccc(F)cc1
  A = -5	B = -8	C = 5	D = 107	E = -4	F = 108	G = -82	H = -4	I = -1
canonical_smiles: COc1c(F)c(F)c(C(=O)Nc2ccc(NC(=O)c3ccco3)cc2)c(F)c1F
  A = 4	B = -3	C = 14	D = 103	E = -3	F = 102	G = 10	H = 6	I = -12

Copied from the list:
Under NALP1 inh, COc1c(F)c(F)c(C(=O)Nc2ccc(NC(=O)c3ccco3)cc2)c(F)c1F is entered as 10
Under IDE act, COc1ccccc1NC(=O)c1ccc(NS(=O)(=O)c2c(C)noc2C)cc1 is entered as -2
Under IDE cell inh, Cc1cccc(C)c1NC(=O)NN1C(C)CCCC1C (stereo not given) is entered as 2

Next section
Keys – A = SUMO HTRF inh; B = M18AAP inhibitor; C = MEKK2mut PB1 HTS; D = MEKK3 PB1 HTS; E = IDE act; F = MEKK2 WT-MEK5; G = NALP1 inh; H = IDE cell inh; I = pCIP destab
canonical_smiles: CCc1cn([C@H]2C[C@H](O)[C@@H](CO)O2)c(=O)[nH]c1=O
  A = 17	B = -2	C = 3	D = 90	E = -6	F = 88	G = 26	H = 7	I = 7
canonical_smiles: COc1ccc(-c2nc3ccc([N+](=O)[O-])cc3o2)cc1
  A = 14	B = 1	C = -2	D = 108	E = 2	F = 107	G = 32	H = -5	I = -4
canonical_smiles: O=C(C1CC1)N1CCN=C1SCc1ccc(F)cc1
  A = 9	B = 2	C = 3	D = 95	E = -1	F = 93	G = -35	H = 7	I = 6
canonical_smiles: COc1ccc(OC)c(S(=O)(=O)n2cnc3ccccc32)c1
  A = 1	B = 1	C = -2	D = 105	E = 1	F = 105	G = 17	H = -2	I = 8
canonical_smiles: CS(=O)(=O)N(CC(=O)NC1CCCC1)c1ccc(Oc2ccccc2)cc1
  A = 2	B = -10	C = -14	D = 94	E = -2	F = 92	G = -4	H = -4	I = -23
canonical_smiles: COC(=O)C1=CN(Cc2ccc(C)cc2)C=C(C(=O)OC)C1c1ccc(F)c(F)c1
  A = -14	B = 5	C = 8	D = 113	E = -1	F = 107	G = -1	H = 0	I = -6
canonical_smiles: COc1ccc(OCC(=O)N2CCN(S(=O)(=O)c3ccccc3[N+](=O)[O-])CC2)cc1
  A = 12	B = -11	C = 0	D = 103	E = 1	F = 101	G = 18	H = 2	I = 3
canonical_smiles: CCCCN(C)C(=O)c1nc2ccccn2c1CNCCCn1ncc2ccccc21
  A = 16	B = -15	C = -21	D = 84	E = 4	F = 86	G = i	H = 2	I = -12
canonical_smiles: O=C(NCc1cccs1)C1CCCN1C(=O)Nc1ccccc1Cl (stereo not given)
  A = 8	B = 4	C = 4	D = 100	E = 4	F = 103	G = 1	H = 2	I = -3
canonical_smiles: COC(=O)c1ccccc1NC(=O)CNCCc1ccc(OC)c(OC)c1
  A = 5	B = 1	C = 9	D = 104	E = 0	F = 104	G = -7	H = 7	I = -18
canonical_smiles: CCOC(=O)c1c(NC(=O)CCC(=O)O)sc2c1CC(C)(C)OC2
  A = -1	B = -3	C = 3	D = 103	E = -8	F = 100	G = -3	H = 5	I = 2
